High-throughput results: PubChem BioAssay, several laboratories
Mtb RmlCD inh = inhibitors of Mycobacterium tuberculosis RmlC and RmlD coupled enzymes; P9WH09+P9WH11; actives 0.03% (n = 160,000); inhibition, % at 3.6 µM; RmlC+RmlD coupled enzyme assay, percent inhibition; primary screen in compound mixtures; in the data active means inhibition mostly above about 34%, no sharp cut-off; further: some results filed as inactive read as strong as hits
Target sequence (P9WH09 whole entry, looked up): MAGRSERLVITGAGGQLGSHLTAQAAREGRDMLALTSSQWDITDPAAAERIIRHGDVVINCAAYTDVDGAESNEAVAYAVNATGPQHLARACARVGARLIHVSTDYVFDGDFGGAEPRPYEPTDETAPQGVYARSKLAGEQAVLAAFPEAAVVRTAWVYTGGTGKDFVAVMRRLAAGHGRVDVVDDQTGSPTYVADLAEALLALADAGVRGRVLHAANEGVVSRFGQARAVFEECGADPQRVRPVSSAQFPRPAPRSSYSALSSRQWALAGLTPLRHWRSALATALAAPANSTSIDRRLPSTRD
Target sequence (P9WH11 whole entry, looked up): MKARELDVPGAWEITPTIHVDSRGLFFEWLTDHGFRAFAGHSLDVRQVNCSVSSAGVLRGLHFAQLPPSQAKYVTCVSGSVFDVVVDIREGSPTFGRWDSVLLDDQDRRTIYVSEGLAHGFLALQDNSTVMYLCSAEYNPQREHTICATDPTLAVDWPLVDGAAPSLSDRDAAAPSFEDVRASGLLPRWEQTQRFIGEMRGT
M. tuberculosis GlmU = inhibition of mycobacterial GlmU enzyme – biochemical, glucosamine-1-phosphate acetyltransferase (AID 1376) | M. tuberculosis GlmU acetyltransferase enzyme assay; higher % means a stronger effect | one-dose inhibition, %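 (tested at 30 µM in the primary screen)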; IC50 in µM for titrated hits | actives 0.25% (n = 220,000); in the data active means inhibition above about 13%;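 further: 0% = complete reaction with vehicle and 100% = reaction without substrate; strong numbers were not always called active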
* marks the source's active call; other numbers are inactive results; / = no result given. Only part of the results is shown; the hit share may differ from the screen's.

Second line of a record – Mtb RmlCD inh	M. tuberculosis GlmU
COc1ccc2c(c1)CC1(CN2C)C(=O)NC(=O)N(CCc2ccccc2)C1=O (stereo unspecified)
→ 8	5.3%
Cc1nc2nc(CSc3nnc(C)s3)cc(=O)n2[nH]1
→ 5	-3.4%
O=C(CSc1nc2ccccc2c(=O)n1-c1ccc(F)c(Cl)c1)Nc1cccc(S(=O)(=O)N2CCOCC2)c1
→ 28	-3.2%
Cn1cnnc1Sc1ccc(C(=O)OCC(=O)Nc2ccccc2)cc1[N+](=O)[O-]
→ 1	4.0%
Cc1ccc(S(=O)(=O)N2CC=C(C(=O)NCc3ccccc3)CC2)cc1
→ /	1.8%
COc1ccccc1CN(CC(=O)NCC1CCCO1)C(=O)CNS(=O)(=O)c1ccc(C)cc1 (stereo unspecified)
→ /	-0.3%
Cc1ccccc1N/N=C/c1ccc(N2CCOCC2)cc1
→ 0	-0.5%
Cc1ccc(-c2cccc(NC(=O)C3C4C=CC(C4)C3C(=O)O)c2)o1 (stereo unspecified)
→ -8	-0.1%
COCc1[nH]nc2c1C(c1sccc1C)C(C#N)=C(N)O2 (stereo unspecified)
→ 3	/
Cc1ccc2nc(SCC(=O)c3c[nH]c4ccccc34)[nH]c2c1
→ -8	1.4%
OC(c1cccs1)c1nccc2ccccc12 (stereo unspecified)
→ /	1.6%
COc1ccc(NC(=O)COC(=O)C2CC3C=CC2C3)cc1 (stereo unspecified)
→ 7	-5.1%
Cc1cc(NC(=O)Cn2c(=O)c3c(ncn3CCC(C)C)n(Cc3ccccc3)c2=O)no1
→ -15	1.2%
CCOC(=O)CCCNC(=O)c1cncc(O)c1
→ -7	/
CC(C)(C)c1nc(N2CCN(C(=O)c3ccco3)CC2)c2nnn(Cc3ccccc3)c2n1
→ -3	2.8%
C/C(=N/NC(=O)c1cc(C(C)C)[nH]n1)c1cccs1
→ 4	-1.0%
CSc1nc2ccccc2n1CC(=O)Nc1ccc(C)c(C)c1
→ /	-5.6%
C#CCOCCOCCOCCNc1nc(N2CCN(C(=O)[C@H]([C@@H](C)CC)n3cc([C@@H](N)Cc4ccc(O)cc4)nn3)CC2)nc(N2CCN(C(=O)[C@H]([C@@H](C)CC)n3cc([C@@H](N)Cc4ccc(O)cc4)nn3)CC2)n1
→ /	-9.1%
Cc1ccc2cc3c(N)c(C(=O)N4CC(=O)Nc5ccccc54)sc3nc2c1
→ -6	/
COc1cccc(CNc2ccc(S(N)(=O)=O)cc2)c1OCc1ccccc1F
→ -7	0.4%

Single records (already shown). Order of screens: Mtb RmlCD inh, M. tuberculosis GlmU
Cc1ccc2nc(SCC(=O)c3c[nH]c4ccccc34)[nH]c2c1 across the screens: -8, 1.4%
Cc1ccccc1N/N=C/c1ccc(N2CCOCC2)cc1 across the screens: 0, -0.5%
COc1cccc(CNc2ccc(S(N)(=O)=O)cc2)c1OCc1ccccc1F across the screens: -7, 0.4%
OC(c1cccs1)c1nccc2ccccc12 (stereo unspecified) across the screens: /, 1.6%
COc1ccc(NC(=O)COC(=O)C2CC3C=CC2C3)cc1 (stereo unspecified) across the screens: 7, -5.1%

Additional results follow.
Second line of a record – Mtb RmlCD inh	M. tuberculosis GlmU
COc1cc(OC)c(-c2nc3c[n+](CC(=O)c4ccccc4)ccc3n2C)cc1OC
→ -3	-0.9%
CCOC(CNC(=O)c1ccc2c(c1)nc(C)n2-c1cccc(F)c1)OCC
→ /	4.9%
Cc1nc2oc3ccccc3c(=O)c2c(=O)n1Cc1ccccc1
→ 77	-1.6%
CNC(=O)c1ccc(-n2cccn2)nc1
→ 9	-0.4%
CCOC(=O)/C=C(C)\C=C\c1c[nH]c2ccccc12
→ -8	-6.0%
O=C(O)c1cnn2c(C(F)(F)F)cc(-c3ccco3)nc12
→ 12	-2.1%
CN(C1CCCCC1)S(=O)(=O)c1ccc2c(c1)c(=O)c(C(=O)NCCCN1CCCC1)cn2C
→ /	3.2%
O=C(O)/C(=C\c1ccccc1OC(F)F)Sc1nnc(-c2ccc(F)cc2)o1
→ -12	-0.8%
Cc1ccc(-n2c(SCC(=O)N3CCCCC3)nc(O)cc2=O)cc1
→ 18	2.7%
CCOC(=O)c1c(Cc2ccc(Cl)cc2)c[nH]c1C
→ 3	-1.7%
COc1ccccc1N1CCN(C2=Nc3cccc4cccc2c34)CC1
→ -5	-6.0%
CN1C=CC=C/C1=C1\SC(=S)N(CC(=O)O)C1=O
→ 9	0.6%
NC(=O)CSc1cn(Cc2cccc(F)c2)c2ccccc12
→ 16	-8.6%
Cc1ccc(C(=O)n2ncn(C)c2=S)cc1
→ -1	2.3%
O=C(NC1CCSC1=O)c1cccc(C(=O)NC2CCSC2=O)c1 (stereo unspecified)
→ 10	-0.9%
CCC(C)NC(=O)/C(=C/c1ccco1)c1ccccc1 (stereo unspecified)
→ 19	-5.7%
O=c1oc2ccccc2n1Cc1cccc(Cl)c1
→ -8	-1.1%
O=C(NCc1ccncc1)c1cc(F)c(F)cc1Cl
→ 8	0.6%
CCN(CC)c1ccc(N2C(=O)CSC2=S)cc1
→ -17	9.9%
O=C(CN1C(=O)/C(=C/c2ccccc2)SC1=S)NNC(=O)c1ccccc1O
→ -1	10.0%
CCCC12CN(C(=O)c3ccc([N+](=O)[O-])cc3)CC(C)(CN(C(=O)c3ccc([N+](=O)[O-])cc3)C1)C2=O
→ 19	9.1%
Cc1ccccc1OCC(=O)N/N=C/C=C/c1ccccc1
→ 11	1.1%
NC(=O)C1CC(=O)N(c2ccc(OCc3c(F)cccc3Cl)cc2)C1 (stereo unspecified)
→ 2	2.6%
COc1ccc(OC)c(NC(=O)CSc2nnnn2-c2ccc3c(c2)OCO3)c1
→ 12	-4.9%
COc1cc(OC)cc(C(=O)N[C@H](C(=O)NCCc2c[nH]c3ccccc23)C(C)C)c1
→ 7	7.3%
CC(=O)OC(COC1C[C@@H]2CC[C@@]1(C)C2(C)C)C[N+]1(C)CCCCC1 (stereo partly specified)
→ -3	/
COc1cccc(CC(=O)NCC2(N3CCCCC3)CCCCC2)c1
→ -13	-0.1%
CCN1C(=O)CC(N2CCC(Cc3ccccc3)CC2)C1=O (stereo unspecified)
→ 7	4.0%
CCC(C)N1Cc2ccccc2C1=N (stereo unspecified)
→ 2	-0.2%
Cc1ccc(S(=O)(=O)Cn2nnnc2C(C(C)C)N2CCc3ccccc3C2)cc1 (stereo unspecified)
→ 1	2.9%
Cc1ccc(Cl)cc1N1CCN(C(c2cccnc2)c2nnnn2C2CCCCC2)CC1 (stereo unspecified)
→ 14	3.0%
CCN(CC)C(=S)NC(=O)c1ccc(OC)c(Br)c1
→ /	-0.5%
COc1ccc(-n2nnnc2SCC(=O)Nc2cccc(C)n2)cc1OC
→ /	-1.6%
COc1cc(O)c2c(c1)OC(C)(C)CC2=O
→ 22	-1.4%
O=C1CC(C(=O)N2CCOCC2)C2(CCCC2)O1 (stereo unspecified)
→ /	8.6%
CCN(CC)S(=O)(=O)c1ccc(S(=O)(=O)Nc2cc3c(cc2C(C)=O)OCO3)cc1
→ 23	3.0%
COc1cccc(CNCCN2CCOCC2)c1OC
→ 11	-0.8%
Cn1c(SCC(=O)N/N=C/C=C\c2ccccc2[N+](=O)[O-])nc2ccccc21
→ -9	2.0%
O=CN(Cc1ccco1)C1(C(=O)NC2CCCCC2)CCCCC1
→ 7	1.2%
COc1ccc(/C=N/OCC(=O)Nn2c(C)nc3ccccc3c2=O)cc1
→ -11	2.0%
CC(=O)NC1(C(F)(F)F)NC(=O)N(CC(C)C)C1=O (stereo unspecified)
→ 13	5.5%
CNc1ccc(S(=O)(=O)NC)cc1[N+](=O)[O-]
→ -14	2.8%
CC(C)OC(=O)c1c(NC(=O)CCn2nnc3ccccc32)sc2c1CCCC2
→ 9	7.2%
CC(C)Cn1c(=O)c2c(c3ccccc31)OC(C)C(=O)N2 (stereo unspecified)
→ 8	-2.8%
COC(=O)c1ccc(CN2CCN(CCC(C)C)C(CCO)C2)cc1 (stereo unspecified)
→ 6	8.3%
CCN(CC)c1ccc(C=C2C(=O)OC3(CCCCC3)OC2=O)cc1
→ -7	-3.4%
O=C(O)c1cc(-c2ccccc2)n[nH]1
→ /	7.0%
COCCN1C(=O)c2ccc(C(=O)NCc3cccnc3)cc2C1=O
→ 11	4.4%
O=C(C1CCN(CCCc2ccccc2)CC1)N1CCCCC1
→ /	-1.7%
O=C1NC(=O)N(c2cccc(Br)c2)C(=O)/C1=C/c1ccsc1
→ -9	-2.4%
CCOC(=O)CSc1ccc2nnc(CCNS(=O)(=O)c3ccc(C)cc3)n2n1
→ /	-5.6%
COc1cc(C2CC(=O)OC3=C2C(=O)CC(C)(C)C3)cc(OC)c1OC (stereo unspecified)
→ 1	0.8%
CCCCn1c(CNC(=O)C23CC4CC(CC(C4)C2)C3)nnc1SC(C)CC (stereo unspecified)
→ 8	-3.1%
O=C(Nc1cccc2ccccc12)OC1C=CS(=O)(=O)C1 (stereo unspecified)
→ 0	-1.4%
CC1CC(C)CN(C(=O)c2cc3c(s2)CCC3)C1 (stereo unspecified)
→ /	-2.4%
CC(C)C(NC(=O)c1ccccc1F)C(=O)Nc1ccc2c(c1)OCO2 (stereo unspecified)
→ 14	0.9%
C=Cc1ccc(Cn2c(C(=O)O)c(C=O)c3ccccc32)cc1
→ -12	2.5%
CCOC(=O)/C(C(=O)Nc1ccc(Br)cc1)=C1/NC(C)(C)Cc2ccccc21
→ 5	4.7%
O=C1c2ccccc2C(=O)C1Cc1cccc2ccccc12
→ 9	7.8%
CCn1c(=N)c(S(=O)(=O)c2ccc(Cl)cc2)cc2c(=O)n3ccccc3nc21
→ 22	8.8%

Later entries.
structure	Mtb RmlCD inh	M. tuberculosis GlmU
CCOc1ccc(-n2ccnc2SCC(=O)Nc2cc(C)on2)cc1	-7	0.5%
CCCCn1c(/N=C/c2ccccc2NS(=O)(=O)c2ccc(C)cc2)nc2ccccc21	-1	-5.2%
O=C(OCc1nnc(-c2ccccc2)o1)c1cc(Cl)ccc1[N+](=O)[O-]	14	-2.8%
COc1ccccc1N=Nc1c(C)noc1C	4	-1.6%
COC(=O)CNC(=O)c1ccccc1[N+](=O)[O-]	/	4.1%
CC(C)Nc1nc(SCC(N)=O)nc(N2CCOCC2)n1	14	3.8%
Cc1cc(C)c2[nH]c(=O)c(CN(Cc3nnnn3C3CCCC3)C3CCCCC3)cc2c1	/	-1.9%
CC(C)[C@H](NC(=O)c1cccc(S(=O)(=O)N2CCOCC2)c1)C(=O)Nc1nccs1	8	-0.9%
Nc1[nH]ncc1-c1ccc(Cl)cc1	6	-1.7%
Cc1ccc(NC(=O)c2oc3ccc(S(=O)(=O)N4CCOCC4)cc3c2C)cc1C	12	-3.4%
Cc1nnc(SCC2=C(C(=O)O)N3C(=O)C(NC(=O)Cn4ncc(Cl)c4C)C3SC2)s1 (stereo unspecified)	-11	4.2%
CCCSc1nnc(NC(=O)Nc2ccc(F)cc2)s1	8	-1.4%
COc1ccccc1/C=N/n1c(N)c(S(=O)(=O)c2cccs2)c2nc3ccccc3nc21	-10	3.8%
c1ccc(-c2nnc(-c3ccccn3)nc2NC2CCCCC2)cc1	/	-1.1%
Cn1nnnc1SCC(=O)Nc1ccc2c(c1)OCCO2	19	2.1%
COc1ccc(C(=O)NCc2ccc(-n3cccc3)cc2)cc1OC	2	-6.5%
Cn1nccc1NC(=O)COCC(=O)O	1	-0.2%
O=C(NCc1ccc(Cl)cc1)c1cc([N+](=O)[O-])ccc1Cl	-6	-1.1%
COCCNC(=S)NCc1ccc2[nH]c3c(c2c1)CCCC3	4	3.6%
CCOC(=O)N1CCN(CC(=O)Nc2ccc(OC)cc2)CC1	5	-5.6%
O=C(/C=C/c1ccccc1Cl)N(Cc1ccccc1)C1CCS(=O)(=O)C1 (stereo unspecified)	-7	0.5%
CCCn1cc(CN2CCC(Cc3ccccc3)(C(=O)OCC)CC2)c(C)n1	-7	-5.4%
CCOC(=O)N1CCN(S(=O)(=O)c2ccc(OCC(=O)OC)c(C)c2)CC1	/	2.1%
O=C(O)CCC(NS(=O)(=O)c1ccc(-c2ccccc2)cc1)C(=O)O (stereo unspecified)	6	-2.9%
COc1ccc(NC(=O)CSc2nc(C)cc(C)n2)cc1	46	-1.6%
Cc1c(Cl)c(C(=O)NNC(=S)NCc2ccco2)nn1C	/	8.0%
OCCN1CCN(C(c2cccs2)c2ccc3cccnc3c2O)CC1 (stereo unspecified)	/	18%*
CCOc1ccc(Oc2c(/C=N/NC(C)=O)c(C)nn2-c2ccccc2)cc1	16	0.7%
NC(=O)c1ccc(NC(=O)COC(=O)/C=C/c2cccs2)cc1	/	2.6%
Cc1noc(COc2ccc(OCc3nc(C)no3)cc2)n1	/	-3.3%
O=C(O)c1cc(-c2cccs2)nc2cc3c(cc12)OCCO3	/	6.8%

No new results follow: an excerpt of the list.
structure	Mtb RmlCD inh	M. tuberculosis GlmU
COc1ccc(NC(=O)CSc2nc(C)cc(C)n2)cc1	46	-1.6%
Cc1c(Cl)c(C(=O)NNC(=S)NCc2ccco2)nn1C	/	8.0%
OCCN1CCN(C(c2cccs2)c2ccc3cccnc3c2O)CC1 (stereo unspecified)	/	18%*
CCOc1ccc(Oc2c(/C=N/NC(C)=O)c(C)nn2-c2ccccc2)cc1	16	0.7%
NC(=O)c1ccc(NC(=O)COC(=O)/C=C/c2cccs2)cc1	/	2.6%
Cc1noc(COc2ccc(OCc3nc(C)no3)cc2)n1	/	-3.3%
O=C(O)c1cc(-c2cccs2)nc2cc3c(cc12)OCCO3	/	6.8%
